# M18AAP inhibitor: blocks P. falciparum M18 aspartyl aminopeptidase. recombinant PfM18AAP, H-Glu-NHMec fluorogenic cleavage. inhibition, % at 7.35 µM. 290,000 tested, 1.2% active;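 active = inhibition above the campaign mean inhibition over all tested compounds plus 3 SD, cut at about 28% in these data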;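 also: 0% = plate median of test compound wells and 100% = 2 mM ZnCl2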
# MEKK2wt PB1 HTS: raises or lowers MEK5 binding to wildtype human MEKK2 PB1 domain; AID 1531; Q9Y2U5; 290,000 tested, 1.1% active; binding response (% of control), % at 10 µM; bead flow cytometry, Alexa488-MEK5 binding to MEKK2 WT; actives lie on both sides; in the data active = binding response below about 67% or above about 130%
# IMP-1 inhibitor: blocks Pseudomonas aeruginosa IMP-1 metallo-beta-lactamase; inhibition, % at 5.6 µM; 290,000 tested, 0.45% active; AID 1556; purified IMP-1, nitrocefin hydrolysis, epi-absorbance fluorescence;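 active = inhibition above the mean plus 3 SD of all compounds in the same screening run, cut at about 4.5% in these data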;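 also: 0% = IMP-1 with DMSO and 100% = DMSO wells lacking enzyme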
#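 System – purified recombinant IMP-1 beta-lactamase · Input – IMP-1 dispensed at 0.2 nM · Timing – 15 min preincubation plus 25 min reaction at 25 °C · Signal – Epi-absorbance fluorescence, 480 nm excitation, 530 nm emission · Measure – percent IMP-1 inhibition derived from blank-referenced optical density · Controls – Enzyme-plus-DMSO low control, enzyme-free DMSO high control · Replication – singlicate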
# NALP1 inh: NALP1 inhibition; S. cerevisiae NALP1/ASC/caspase-1 growth, X-gal OD620, 72 h; 280,000 tested, 0.61% active; inhibition, % at 10 µM; AID 2071; in the data active = inhibition mostly above about 24%, no sharp cut-off; inactive = mostly below about 32%; also: some compounds called inactive have numbers as strong as hits
# SUMO HTRF inh: SUMOylation inhibition | HTRF SUMOylation assay, SAE1/SAE2 + UBC9, in vitro | inhibition, % at 35 µM | 290,000 tested, 0.36% active | AID 2006; in the data active = inhibition above about 50%, passing the limit was not always enough; also: strong numbers were not always called active
# Target sequence (P63279 whole entry, looked up): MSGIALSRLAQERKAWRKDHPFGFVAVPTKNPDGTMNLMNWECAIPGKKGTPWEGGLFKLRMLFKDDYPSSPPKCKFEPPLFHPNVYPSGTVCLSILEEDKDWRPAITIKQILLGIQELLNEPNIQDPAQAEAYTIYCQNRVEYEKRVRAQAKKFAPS
# DNA FID counter: fluorescent intercalator displacement, NS3 helicase counter-screen. DNA fluorescent intercalator displacement, fluorescence. inhibition, % at 7.9 µM. 290,000 tested, 0.17% active. AID 1845; in the data active = inhibition above about 37%;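 also: 0% = vehicle and 100% = reference compound; higher means more ethidium bromide displaced from hairpin DNA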
# NS3 helicase inh: blocks Hepatitis C virus NS3 helicase unwinding; NS3 helicase DNA unwinding, Cy5 molecular beacon fluorescence; inhibition, % at 10.9 µM; 290,000 tested, 0.56% active; AID 1800;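 active = inhibition above the mean of all tested compounds plus 3 SD, set per campaign, cut at about 35% in these data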;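 also: 0% = DMSO wells and 100% = thioflavine S control wells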
#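 Control set: DMSO versus 110 µM thioflavine S; Material: NS3 helicase fragment of HCV; Measured by: Cy5 fluorescence at 0 and 60 min, beacon hairpin quenching; Read-out basis: percent inhibition from t60/t0 fluorescence ratio; Times: reaction time 60 min, 25 °C; Repeats: single replicate; Compound dosing: single dose, 10.9 µM nominal final, DMSO 0.8% final.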
# VIM-2 inhibitor: inhibitors of Pseudomonas aeruginosa VIM-2 metallo-beta-lactamase. purified VIM-2, nitrocefin hydrolysis, epi-absorbance fluorescence. inhibition, % at 5.6 µM. 290,000 tested, 0.89% active;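 active = inhibition above the mean of all tested compounds plus 3 SD, cutoff set per screening run, cut at about 7.5% in these data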;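 also: red hydrolysis product quenches plate fluorescence so inhibitors raise well fluorescence; 0% = enzyme with DMSO and 100% = DMSO without enzyme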
# MEKK2 mut-MEK5: signal of MEK5 binding to mutant human MEKK2 PB1 domain. bead flow cytometry, Alexa488-MEK5 binding to MEKK2 mutant. percent response, % at 10 µM. 290,000 tested, 0.35% active. AID 1530; in the data active = percent response above about 24%, passing the limit was not always enough; also: inactives centre near 1; some results filed as inactive read as strong as hits
# * marks the source's active call; other numbers are inactive results; · = no result given.
SMILES,M18AAP inhibitor,MEKK2wt PB1 HTS,IMP-1 inhibitor,NALP1 inh,SUMO HTRF inh,DNA FID counter,NS3 helicase inh,VIM-2 inhibitor,MEKK2 mut-MEK5
O=C(NC(Nc1ccc(F)cc1)(C(F)(F)F)C(F)(F)F)c1cccnc1,-3,93,-1.1,21,0,5,-1,-1.0,-1
Cc1ccc(NC(=O)CNC2CCS(=O)(=O)C2)cc1C (stereo not drawn),0,102,-2.9,18,-7,-1,6,-0.8,3
NS(=O)(=O)c1ccc(CNC(=O)c2ccc(S(=O)(=O)C(F)F)cc2)cc1,-3,87,-1.6,·,10,-6,7,-1.0,-20
COC(=O)C(C)NS(=O)(=O)c1ccc(NC(C)=O)cc1 (stereo not drawn),-4,82,-4.3,8,18,0,-7,-3.4,-13
Cc1nc(NC(=O)c2ccccc2)sc1-c1csc(N)n1,2,116,-2.7,2,2,-1,9,-2.1,4
O=C(NCc1ccccn1)c1ccc(OC2CCN(Cc3ccc(Cl)s3)CC2)cc1,-42,108,-3.6,19,-7,-8,-5,-2.0,0
Cc1ccc(S(=O)(=O)N2CCCC(C(=O)N3CCCc4ccccc43)C2)cc1 (stereo not drawn),7,99,-2.5,-1,-28,0,5,-4.3,1
CCOC(=O)NNC1CC(=O)N(c2ccccc2)C1=O (stereo not drawn),7,105,-1.9,26,11,0,7,-4.4,0
CCN(CC)c1ccc(/C=N/NC(=O)c2ccc([N+](=O)[O-])cc2)cc1,1,99,-1.8,18,-11,10,0,-1.2,-4
O=C(CC1CC2CCC1C2)NCCc1ccc(Cl)cc1 (stereo not drawn),7,103,-2.8,22,-3,-30,-1,-2.6,4
C[C@@H]1CCC[C@@]2(O[C@H](CCO)C[C@@H](O)[C@@H]2O)O1,2,101,-2.2,16,17,1,-1,-1.2,3
Cc1ccccc1OCC(=O)N/N=C/c1ccccn1,1,92,-1.8,2,5,-6,-6,-0.5,-7
COc1ccc(OC)c(C2CC(=O)N3CN(c4ccc(C)c(Cl)c4)CSC3=C2C#N)c1 (stereo not drawn),18,100,-3.2,-4,15,-35,19,-4.1,4
O=[N+]([O-])/C=C1\C=CC=CN1Cc1ccc(Cl)cc1,-12,107,-1.5,8,12,-4,-10,-0.5,4
Cc1cc2ncc(-c3ccccc3)nc2cc1C,5,97,-2.5,-1,-13,-17,-14,-0.6,-1
O=C(c1cnc2n(c1=O)CCS2)N1CCN(c2ccc(Cl)c(Cl)c2)CC1,1,109,-2.8,-3,-2,-23,0,-2.3,5
N#Cc1ccc(-c2ccco2)nc1SCc1ccccc1,1,99,-1.9,-5,28,0,15,0.1,-2
Cc1ccccc1NC(=O)OCc1cccnc1Oc1ccc(Cl)cc1,-4,88,-1.6,0,-6,-10,-4,-2.4,-7
CCCCCn1c(CN2CCN(Cc3ccccc3)CC2)nc2c1c(=O)[nH]c(=O)n2C,-5,98,-0.5,-5,22,-10,-4,-2.8,6
N#Cc1cc(-c2ccccc2)cn(Cc2c(Cl)cccc2Cl)c1=O,1,100,-2.6,30,10,0,21,-1.6,2
O=C(c1ccco1)N1CCCC(c2nc(-c3ccc(S(=O)(=O)NCc4ccccc4)cc3)no2)C1 (stereo not drawn),2,·,2.0,-52,-7,-31,-9,1.4,·
O=C(O)c1ccc(Cl)c(NC(=S)NC(=O)c2ccccc2[N+](=O)[O-])c1,-8,101,-0.6,-8,11,-12,5,1.9,-10
COc1ccc(N(C)C(=O)CN(C)S(=O)(=O)c2ccc3c(c2)c(=O)n(C)c(=O)n3C)c(OC)c1,4,99,-2.8,5,3,-37,-1,-2.6,0
O=S(=O)(Nc1ccon1)c1ccc(Br)s1,-14,104,0.1,3,16,-1,9,-1.6,1
CCS(=O)(=O)N1CCC(C(=O)Nc2ccc(C(C)=O)cc2)CC1,-4,104,1.5,26,11,-4,0,0.0,0
COc1ccc(CCN2C(=O)C3C(C2=O)C2C=CC3C23CC3)cc1OC (stereo not drawn),1,92,-1.6,20,-2,-21,-9,-2.9,-4
COc1cccc(C2C(C(N)=O)=C(C)Nc3nc(CCCO)nn32)c1 (stereo not drawn),4,105,-0.5,27,-3,1,24,-2.3,-1
COc1ccc(-c2nn(-c3ccccc3)cc2C(=O)Nc2cccc(C(=O)O)c2)cc1[N+](=O)[O-],5,98,-0.6,16,10,-6,6,-0.4,1
CCn1cc(CN(C)S(=O)(=O)c2ccc3ccccc3c2)c(C)n1,-5,100,-0.6,23,24,-25,-4,-2.3,0
O=C(OCCN(C1=NS(=O)(=O)c2ccccc21)c1ccc(Cl)cc1)c1ccco1,-3,97,-2.7,-1,3,-29,-4,-2.7,0
OC(CSc1ccccc1Cl)CN1CCN(c2ccc(F)cc2)CC1 (stereo not drawn),1,114,-2.8,41,-10,1,-31,-2.3,8
CCc1ccc(NC(=O)CS(=O)CC(=O)Nc2ccc(-n3cnnn3)c(C)c2)cc1 (stereo not drawn),-3,101,-2.5,17,5,-14,-19,-3.5,-4
COCc1ccc(C(=O)N2CCCC(C(=O)c3ccc(SC)cc3)C2)s1 (stereo not drawn),-9,99,-1.1,22,2,-46,-3,-0.8,-2
CC(Oc1ccc(C(=O)c2ccccc2)cc1)C(=O)Nc1ccc(S(N)(=O)=O)cc1 (stereo not drawn),5,97,-1.7,28,-10,-14,-3,-1.2,-3
Cc1ccc(-c2nnc(SCC(=O)N/N=C/c3ccc(C)s3)n2-c2ccccc2)cc1,4,108,-5.0,3,4,-7,6,-2.5,29
O=C(CCN1C(=O)c2ccccc2C1=O)N1CCN(c2ccccn2)CC1,0,98,-1.5,9,29,-8,0,1.5,2
CC(=O)Oc1ccc2oc(-c3ccccc3)c(C(N)=O)c2c1,-4,107,-0.8,·,23,-4,6,-2.1,3
COCCCn1c(-c2ccccc2Cl)n[nH]c1=S,18,95,-0.5,-3,3,-7,1,10*,-1
O=S(=O)(NCc1ccco1)c1ccc(S(=O)(=O)N2CCCCC2)cc1,2,102,-2.0,7,-4,-6,-8,-3.5,3
CCC(=O)Nc1ccc(NC(=O)c2ccco2)c(OC)c1,3,·,-6.5,1,0,-2,0,0.4,·

# Structures above marked active in VIM-2 inhibitor:
Structure,M18AAP inhibitor,MEKK2wt PB1 HTS,IMP-1 inhibitor,NALP1 inh,SUMO HTRF inh,NS3 helicase inh,VIM-2 inhibitor,MEKK2 mut-MEK5
COCCCn1c(-c2ccccc2Cl)n[nH]c1=S,18,95,-0.5,-3,3,1,10*,-1

# (listing goes on)
SMILES,M18AAP inhibitor,MEKK2wt PB1 HTS,IMP-1 inhibitor,NALP1 inh,SUMO HTRF inh,DNA FID counter,NS3 helicase inh,VIM-2 inhibitor,MEKK2 mut-MEK5
CCC(C)Nc1nc(OC(C(F)(F)F)C(F)(F)F)nc(OC(C(F)(F)F)C(F)(F)F)n1 (stereo not drawn),0,101,0.1,-48,13,0,-4,-3.1,3
COc1cc(NC(=O)CSc2nnnn2Cc2ccc3c(c2)OCO3)cc(OC)c1,-4,·,-2.2,-4,18,-9,-2,-2.2,·
CCOc1ccc(-c2ccc(SC)nn2)cc1,-2,103,-2.2,-10,23,-4,0,-0.7,-4
COc1cccc(NC(=S)NCc2ccc(F)cc2)c1,4,100,0.0,-6,5,-7,-3,-0.4,0
COc1ccc(/C=N/c2c(-c3ccc(OC)cc3)nc3n2CCS3)cc1,-1,105,-4.5,2,-52,-5,-8,-3.4,9
CC(C)(C)n1ncc2c(=O)n(CC(=O)OCc3ccccc3)cnc21,-16,98,-0.5,18,22,-8,-2,-1.1,5
Cc1ccc2c(c1)N(C)/C(=C/c1cccc[n+]1C)S2,-8,104,-0.3,15,-1,8,-5,3.1,2
Cc1cccnc1NS(=O)(=O)c1cccc([N+](=O)[O-])c1,4,101,-1.9,9,5,-1,3,-0.4,-1
CCOC(=O)COc1ccc(C(c2c(C)[nH][nH]c2=O)c2c(C)[nH][nH]c2=O)cc1,34*,105,-4.6,-12,7,-12,1,-1.7,4
CC(=O)N1c2ccc(S(=O)(=O)N(C)CC(=O)Nc3cccc(C)c3)cc2CC1C (stereo not drawn),-8,104,-3.0,-10,·,-33,1,-7.6,5
CCOC(=O)N1CCN(C(=O)NC23CC4CC(CC(C4)C2)C3)CC1,-1,99,-2.3,18,14,-3,-1,-2.9,2
CCN1CCc2[nH]c3ccccc3c2C1,3,108,-0.5,8,4,1,-19,1.5,6
CN1CCN(C(=O)CCN2C(=O)c3ccccc3C2=O)CC1,5,93,-3.3,14,21,3,-9,-4.3,-8
COc1cc(NC(=O)C(=O)Nc2ccc3nc4n(c(=O)c3c2)CCCCC4)cc(OC)c1OC,-16,98,-0.2,·,24,-4,11,1.1,9
S=C(NCC1CCCO1)Nc1ccccc1 (stereo not drawn),-3,82,2.0,2,9,5,-9,1.7,-12
COc1cc(C#N)c(N=C(SCC#N)N2CCOCC2)cc1OC,2,100,-3.9,-5,-95,-4,-4,-4.5,0
CC(C)Oc1ccc(C(=O)NCC(=O)OCC(=O)N(C)Cc2cccs2)cc1,-6,106,-2.8,0,9,-19,-7,-2.7,-2
CC1Cc2ccccc2N1C(=O)CN1C(=O)CN(C)C(=O)c2ccccc21 (stereo not drawn),-9,91,-1.6,12,6,-3,14,-1.1,0
COc1ccc(-c2ccc(C#N)c(OC)n2)cc1,-2,87,0.5,3,12,-1,-7,1.0,-14
Cc1nonc1CC(=O)NC1CC(C)(C)Cc2c1cnn2-c1ccc(F)cc1 (stereo not drawn),6,106,-1.5,9,3,-25,-2,-2.9,6

# Gathered by group: those above containing a COOH group (2)
SMILES,M18AAP inhibitor,MEKK2wt PB1 HTS,IMP-1 inhibitor,NALP1 inh,SUMO HTRF inh,DNA FID counter,NS3 helicase inh,VIM-2 inhibitor,MEKK2 mut-MEK5
O=C(O)c1ccc(Cl)c(NC(=S)NC(=O)c2ccccc2[N+](=O)[O-])c1,-8,101,-0.6,-8,11,-12,5,1.9,-10
COc1ccc(-c2nn(-c3ccccc3)cc2C(=O)Nc2cccc(C(=O)O)c2)cc1[N+](=O)[O-],5,98,-0.6,16,10,-6,6,-0.4,1

# New compounds follow
SMILES,M18AAP inhibitor,MEKK2wt PB1 HTS,IMP-1 inhibitor,NALP1 inh,SUMO HTRF inh,DNA FID counter,NS3 helicase inh,VIM-2 inhibitor,MEKK2 mut-MEK5
CNC(=O)COC(=O)c1cc(-c2ccc(OC)cc2)nc2ccccc12,2,91,0.2,4,9,-14,3,0.4,-9
Clc1ccc2nc(-c3ccc(Br)s3)cn2c1,-3,105,-4.5,·,-8,1,7,-0.2,-5
Cn1c(Cl)cnc1C(O)c1ccccc1 (stereo not drawn),0,103,-3.3,-1,14,2,2,-2.3,2
CN(Cc1cnn(C)c1)C(=O)c1cc(COc2c(F)cccc2F)on1,-2,94,-1.7,1,1,-5,3,0.0,-7
O=C(c1ccc(C(=O)N2CCOCC2)nc1)N1CCOCC1,-1,94,-0.9,0,-8,-1,0,-2.2,-5
CCOC(=O)N1CCN(S(=O)(=O)c2ccc(C(=O)Nc3ccc(F)cc3F)cc2)CC1,7,·,-0.8,14,30,-3,6,-2.8,·
COCCn1c(C)cc(C(=O)COC(=O)c2ccc3ncsc3c2)c1C,-53,104,-1.1,22,18,-21,-5,-0.4,2
CCOC(=O)c1cc2occc2n1CCCN1C(=O)c2ccccc2C1=O,-3,99,-3.5,7,-4,-16,5,-1.6,-2
